CF NFkB inh = inhibitors of cystic fibrosis induced NF-kB | KKLEB NF-kB-GFP reporter, PAF-induced, GFP fluorescence overnight | inhibition, % at 5 µM | AID 588850 | hit rate 0.86% among 360,000;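 active = at least 50% inhibition at 5 µM, scaled per plate between neutral and stimulator controls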;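 note: PAF is a Pseudomonas aeruginosa culture filtrate used as stimulus; plate controls were PAF-stimulated DMSO wells for no effect and unstimulated DMSO wells for full effect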
TRPM1 prom inh = MITF TRPM1 promoter inhibition in SK-MEL-5 cells; AID 488899; inhibition, % at 12.5 µM; SK-MEL-5 TRPM1 promoter luciferase, 24 h; hit rate 0.83% among 330,000;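 active = mean inhibition across replicates of 60% or more, whatever share of single replicates reaches that level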; note: values of inactives mirror those of a sister screen read the other way
C8 TRAIL sens = caspase-8 TRAIL sensitization; hit rate 1% among 360,000; NB7+C8 cells + TRAIL, ATPlite viability luminescence; inhibition (viability loss, TRAIL sensitization), % at 10 µM;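 active = compounds causing at least 50% loss of cell viability in the single-dose screen, relative to plate controls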
EBV LMP1 NFkB = inhibitors of Epstein-Barr LMP1-induced NF-kappaB reporter. hit rate 0.69% among 350,000. inhibition, % at 12.5 µM. LMP1-induced NF-kappaB luciferase reporter cells, luminescence; in the data active = inhibition above about 41%;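 note: 0% = neutral control wells and 100% = reference inhibitor control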
NR2E3 ag-1 = NR2E3 (human) agonism; GST-NR2E3/biotin-RetCOR TR-FRET, 1536-well; inhibition of corepressor binding, % at 4.78 µM; hit rate 0.12% among 320,000; AID 2300;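 active = percent inhibition above the cutoff of mean plus 3 SD of all tested compounds, set per screening campaign, cut at about 20% in these data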;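 note: 0% = DMSO wells and 100% = biotin wells as full block of FRET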
Target sequence (Q9Y5X4 whole entry, looked up): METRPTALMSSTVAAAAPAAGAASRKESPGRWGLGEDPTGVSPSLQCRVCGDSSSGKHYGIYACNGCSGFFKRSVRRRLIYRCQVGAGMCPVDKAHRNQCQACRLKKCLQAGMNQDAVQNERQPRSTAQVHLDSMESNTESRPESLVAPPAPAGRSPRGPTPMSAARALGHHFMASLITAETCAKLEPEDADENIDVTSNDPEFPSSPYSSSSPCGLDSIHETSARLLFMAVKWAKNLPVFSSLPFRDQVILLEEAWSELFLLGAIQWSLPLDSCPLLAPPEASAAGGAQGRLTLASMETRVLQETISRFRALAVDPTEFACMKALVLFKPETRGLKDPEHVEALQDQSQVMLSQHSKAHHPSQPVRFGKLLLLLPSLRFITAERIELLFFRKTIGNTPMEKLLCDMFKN
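System: GST-tagged NR2E3 plus biotinylated RetCOR corepressor; Amount: 1.35 nM GST-tagged NR2E3 final; Dosing: single nominal compound dose of 4.8 µM; Schedule: 5 h incubation at 4 °C; Technique: TR-FRET with europium anti-GST and streptavidin-D2, 340 nm excitation; Controls: biotin wells as high control, 0.6% DMSO wells as low control.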
KKLEB cytotox = counter-screen for CF NF-kB inhibitors: cytotoxicity | activity change (cytotoxicity), % at 5 µM | hit rate 0.36% among 360,000 | AID 602141 | KKLEB CF airway cells viability, ATPlite luminescence, overnight; active compounds read low; cells stimulated with P. aeruginosa culture filtrate;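 active = corrected activity change at or below -50% at 5 µM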
NR2E3 ag-2 = human photoreceptor-specific nuclear receptor agonism; CHO-S Gal4-NCOR/VP16-NR2E3 two-hybrid, luciferase; hit rate 0.35% among 360,000; Q9Y5X4; AID 602229; inhibition of corepressor binding, % at 3.98 µM;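 active = inhibition above the mean of all tested compounds plus 3 SD, cut at about 70% in these data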;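 note: 0% = DMSO with NR2E3 transfected cells and 100% = cells lacking NR2E3 construct; higher means lower luciferase signal from less NR2E3 corepressor binding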
HIF-2a block = inhibitors of HIF-2a; 786-0 RCC cells HIF-2a reporter, luciferase luminescence, overnight; inhibition, % at 18.8 µM; hit rate 0.72% among 360,000; AID 624352;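 active = inhibition of the luminescence signal of 40% or more relative to plate controls, in a single-dose primary screen at 18.75 µM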
Peg3 promoter = inhibitors of Peg3 promoter; HeLa PEG-Prom luciferase reporter, luminescence, overnight; inhibition, % at 20 µM; hit rate 1.7% among 360,000; AID 588405;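 active = inhibition of at least 50% at 20 µM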
iPSC survival up = enhancers of human iPSC single-cell survival; hit rate 0.044% among 360,000; hiPSC single-cell survival, ATPlite luminescence; 100% = ROCK inhibitor wells, 0% = DMSO; survival enhancement, % at 20 µM; AID 602274; in the data active = survival enhancement above about 18%;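 note: cells exposed to compounds for 16 hours before the ATP read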
Shn3 3UTR inh = Schnurri-3 reporter inhibition in Clone20 osteoblasts | Clone20 osteoblast Shn3 3'UTR firefly luciferase, 24 h | inhibition, % at 12.5 µM | hit rate 0.52% among 360,000;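 active = mean inhibition of at least 75% with every replicate also reaching 75%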;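 note: 0% = median of neutral control wells and 100% = pilot-screen positive control compound; some compounds past the cut are filed as inactive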
Starred values were filed as active, the others as inactive; · = not tested or not shown. A portion of the library; count on the stated rates, not on these rows.

SMILES	CF NFkB inh	TRPM1 prom inh	C8 TRAIL sens	EBV LMP1 NFkB	NR2E3 ag-1	KKLEB cytotox	NR2E3 ag-2	HIF-2a block	Peg3 promoter	iPSC survival up	Shn3 3UTR inh
COc1ccc2occ(C(=O)c3coc4ccc(O)c(CN(C)C)c34)c2c1	4	-17	-10	-20	2	-20	-53	-9	20	0.9	16
COc1nc(Nc2ccccc2)nc(OC)n1	11	1	-6	0	0	-4	18	-18	24	-0.3	51
Cc1ccc(C(=O)c2nocc2C(=O)c2cccs2)cc1	-12	-9	-5	-2	3	6	19	-11	-18	0.7	-3
[O-]/C(=C(\C(=S)NCc1ccccc1)[n+]1ccccc1)c1ccc(Cl)cc1	-4	3	-11	1	2	6	-18	3	16	4.5	-3
Cc1cc(=O)nc2c3ccccc3n(CC(=O)NCCCN3CCCC3=O)n12	5	13	9	-2	-7	-12	15	21	5	-0.1	-11
Cc1ccc(CNC(=O)C2CCC(=O)N(CCCN3CCOCC3)C2)cc1 (stereo unspecified)	-22	3	-12	-2	1	12	-1	8	16	-0.5	-7
COc1ccccc1C(=O)O/N=C1/CCCc2c1ccc(OC)c2[N+](=O)[O-]	1	-6	-1	0	1	-1	-12	6	-29	-0.8	8
CN(C)CCCn1c(=O)n(CCc2ccccc2)c(=O)c2c3c(sc21)CCCCC3	22	53	32	3	1	-11	7	-48	101*	-0.7	18
CCCC(=O)NCCc1cc2ccc(OC)cc2[nH]c1=O	-4	5	1	-1	0	-12	-14	-10	-13	0.3	-7
COCCCn1ccc(O)c(Cc2ccc(F)cc2)c1=O	-14	-2	-23	6	0	4	-11	18	1	2.3	8
COC(=O)c1cc([N+](=O)[O-])ccc1N1CCN(Cc2ccccc2)CC1	-13	3	2	7	3	-1	-8	24	19	-1.6	14
S=C(NCc1cccnc1)NCc1cccnc1	-9	8	-18	-5	6	10	-27	16	13	-0.1	-3
O=C(COC(=O)CCCc1nc2ccccc2s1)Nc1ncc(Cl)cc1Cl	-9	4	10	1	-2	17	-2	21	9	0.0	-3
C[C@H]1CN=C(N(C)C)N1CCC1CCCC1	6	12	-6	1	3	-22	-11	2	-2	0.0	-25
O=C(NCC(=O)N(c1ccc(F)cc1)C(C(=O)NC1CCCC1)c1cccnc1)c1ccco1 (stereo unspecified)	-21	0	8	0	2	7	-10	5	4	-0.4	7
Cc1csc(C)[n+]1CC(=O)c1ccccc1	-10	-11	10	4	1	10	-36	5	20	-0.7	-13
COc1cc2c(cc1OC)/C(=C/c1ccc(Br)cc1)C(=O)OC2	20	1	6	3	2	0	11	16	27	-0.6	-5
COc1ccc(CNC(=O)c2sc(=O)n(Cc3ccc(C)cc3)c2C)cc1OC	14	·	3	·	·	-17	23	-13	7	5.6	-4
CCOc1ccc(NC(=O)CN2CCN(C(=O)C3CCCO3)CC2)cc1 (stereo unspecified)	-24	2	-13	0	0	5	8	11	-6	-0.3	4
O=C(COc1ccccc1)NNc1nc2ccccc2s1	18	4	-6	-9	1	-5	18	-20	-7	-0.1	8

Arranged by molecular weight (lowest first): part of the list above
SMILES	CF NFkB inh	TRPM1 prom inh	C8 TRAIL sens	EBV LMP1 NFkB	NR2E3 ag-1	KKLEB cytotox	NR2E3 ag-2	HIF-2a block	Peg3 promoter	iPSC survival up	Shn3 3UTR inh
COCCCn1ccc(O)c(Cc2ccc(F)cc2)c1=O	-14	-2	-23	6	0	4	-11	18	1	2.3	8
O=C(COc1ccccc1)NNc1nc2ccccc2s1	18	4	-6	-9	1	-5	18	-20	-7	-0.1	8
COc1ccc2occ(C(=O)c3coc4ccc(O)c(CN(C)C)c34)c2c1	4	-17	-10	-20	2	-20	-53	-9	20	0.9	16
COc1cc2c(cc1OC)/C(=C/c1ccc(Br)cc1)C(=O)OC2	20	1	6	3	2	0	11	16	27	-0.6	-5

Next part.
SMILES	CF NFkB inh	TRPM1 prom inh	C8 TRAIL sens	EBV LMP1 NFkB	NR2E3 ag-1	KKLEB cytotox	NR2E3 ag-2	HIF-2a block	Peg3 promoter	iPSC survival up	Shn3 3UTR inh
COc1ccc(N2CCN(S(=O)(=O)c3cc(Br)cnc3N)CC2)cc1	15	2	4	-12	-1	10	-10	1	8	-0.5	1
CCn1cc(C(=O)N2CCc3ccccc32)c(=O)c2cc(S(=O)(=O)N3CC(C)CC(C)C3)ccc21 (stereo unspecified)	-2	9	-5	14	-1	2	-2	21	14	-1.3	-3
CC1CCc2sc3ncnc(N4CCN(CCO)CC4)c3c2C1 (stereo unspecified)	5	-4	2	1	1	-8	8	21	20	0.0	-90
O=C(CN1CCN(S(=O)(=O)c2ccc3ccccc3c2)CC1)Nc1ccc(N2CCOCC2)cc1	-19	-5	2	-6	2	2	-4	13	14	0.9	-3
O=C(CCCNC(=O)c1ccc(Cl)cc1)Nc1cccc(F)c1	10	2	6	-5	0	-8	-15	12	3	-0.6	-14
Cc1cc(C(=O)COc2ccc(F)cc2Br)c(C)n1C	-18	-27	15	-7	3	1	-68	-127	-118	0.0	-32
C=CCn1c(SCC(=O)N2CCOCC2)nc2ccccc2c1=O	-3	6	17	-2	-2	-8	6	6	-2	-0.6	3
COc1ccc(CCNC(=O)c2cc3c(=O)n4ccccc4nc3n(Cc3ccco3)c2=N)cc1OC	-5	0	29	3	3	6	-12	-41	73*	-0.3	-37
Cc1ccc2nc(=O)c(NNc3ccccc3)cnc2c1	-57	-62	5	-5	-2	8	-62	-210	-157	-1.7	-34
CN(C)CCN(C(=O)C1CCN(S(=O)(=O)c2cccs2)CC1)c1nc2ccc(F)cc2s1	3	-26	40	-2	-3	-1	-19	-106	-111	0.0	-25
CN(c1ccccc1)S(=O)(=O)c1cccc(C(=O)NC2CCCC2)c1	13	1	3	4	·	6	-16	5	19	-2.2	-13
CC(=O)Nc1ccc(SCC(=O)N(C)CC(=O)Nc2ccccc2Cl)cc1	2	1	3	-2	·	6	-22	11	4	1.0	-6
OC[C@H]1O[C@@H](Oc2ccc(O)cc2)[C@H](O)[C@@H](O)[C@@H]1O	-6	14	-31	32	·	10	12	-2	7	-2.6	88*
COC(=O)c1sc(NC(=O)C(C)C)c(C(=O)OC)c1C	-11	1	-18	7	-1	3	-7	10	6	-1.9	-9
O=C(c1ccco1)N1CCN(C(=O)c2cnn(-c3cccc(F)c3)c2C2CCNCC2)CC1	-21	-14	-1	0	1	6	6	1	-11	-0.2	-15
COc1ccc(S(=O)(=O)NC2(C(F)(F)F)N=C(c3ccccc3)NC2=O)cc1 (stereo unspecified)	-7	7	-5	20	3	-2	1	-6	-4	-1.5	9
CCN(C(=O)Cn1c(=O)n(-c2cc(OC)c(OC)c(OC)c2)c(=O)c2ccccc21)c1cccc(C)c1	13	9	5	-1	1	6	-7	9	12	0.1	7
CC(C)[C@H](NC(=O)c1ccc(C(C)(C)C)cc1)C(=O)N1CCN(Cc2ccc3c(c2)OCO3)CC1	5	22	-3	11	·	5	-27	-3	20	-2.8	34
CC(C)(C)C(=O)N(Cc1ccc(Cl)cc1)c1cnccn1	12	-8	10	2	3	9	19	14	12	-0.1	2
Cc1cc(=O)oc2c(C)c(OCC(=O)N3CC[C@@]4(O)CCCC[C@H]4C3)ccc12	25	·	6	-1	-5	-1	-18	-7	-6	-0.3	-16
COC(=O)c1cc2c(ccn2-c2ccc(F)cc2)n1CC(=O)C(C)(C)C	-18	-5	-1	-12	0	4	-9	10	10	-0.5	18
Cn1nc(C(F)(F)F)c(-c2ccc(Br)cc2)c1NC(=O)Nc1ccc(F)cc1F	31	9	9	8	-1	-13	2	7	51*	-0.6	·
O=C(COc1ccc2c(c1)CCC2)N1CCN(c2ccccc2F)CC1	4	4	2	5	2	-1	-9	3	16	2.6	-4
CC(C(=O)NC1CCCCC1)N1CCN(S(=O)(=O)c2cccs2)CC1 (stereo unspecified)	-10	-2	-10	0	-1	6	2	-3	0	1.9	7
O=C(Nc1ccc(Br)cc1)c1cccc(-n2cnnn2)c1	-1	-7	15	8	5	-14	-31	-37	-63	-0.1	-5
O=C(c1ccc(Cl)cc1[N+](=O)[O-])N1CCc2ccccc2C1	4	9	-3	5	2	3	12	6	4	0.9	6
C=CCC(NC(=O)Cc1ccccc1)C(=O)NCCC (stereo unspecified)	25	3	-5	-7	6	-11	7	-8	-12	1.2	6
N#CCCN(C(=O)Cn1nc(C(=O)O)c2ccccc2c1=O)c1ccccc1	4	-6	4	-3	0	6	-28	13	-1	1.2	-4
Cc1c(NC(=S)NC(=O)c2cccc(Cl)c2)c(=O)n(-c2ccccc2)n1C	-13	-3	7	-19	6	-7	-6	-6	13	-0.4	-61
O=C(Oc1cccc(C(=O)N2CCOCC2)c1)c1ccc(Br)cc1	-5	-2	2	1	-2	-3	-3	13	9	-2.0	0
CCc1ccc(CNC(=O)c2cc3c(C)nc4ccccc4c3o2)cc1	-28	9	16	21	-4	18	94*	-12	15	-1.8	84
COc1cc(NC(=O)C2CC2C)c(C(=O)O)cc1OC (stereo unspecified)	10	6	-8	-5	1	0	-1	9	0	-1.2	-4
Cc1onc(-c2c(Cl)cccc2Cl)c1COC(=O)c1ccc(Cl)cc1	2	-10	6	10	1	8	-10	17	42	-0.5	16
CCN1CCN(C(C)C(=O)NC2CCCCC2)CC1 (stereo unspecified)	0	8	9	-4	4	2	12	6	19	-0.9	11
CCCN(CCC)c1nc2ccccc2n2c(C)nnc12	12	4	-11	-7	-3	-4	-9	23	20	-2.7	-3
Cc1ccc(-c2nn(-c3ccc(F)cc3)cc2C(=O)NC2CCC(O)CC2)cc1 (stereo unspecified)	15	-8	9	-5	-2	-14	13	-23	-26	-0.4	-14
CC(=O)c1c(C)[nH]c(C(=O)N2CCN(c3ncccn3)CC2)c1C	-12	·	9	2	2	-7	13	7	3	5.9	9
COc1ccc(Cl)c(-c2cc(C(=O)Nc3ccc(C)c(NS(C)(=O)=O)c3)[nH]n2)c1	-4	·	14	·	·	-3	-5	-15	3	5.9	11
O=C(COC(=O)c1ncc(Cl)c(Cl)c1Cl)NC(=O)c1ccccc1	13	-4	6	-2	0	-3	18	-3	11	-0.5	-3
COC(=O)[C@H](CC(C)C)NC(=O)N1CCC(C)CC1	-7	9	-6	-6	0	1	8	17	0	-0.2	17
CN(C)CCNC(=O)C1(O)c2cc(Br)ccc2NC(=O)N1c1ccc(Cl)cc1 (stereo unspecified)	5	10	-2	-1	0	-2	-30	10	-17	1.0	-8
O=C(Nc1cccnc1Cl)c1ccc(S(=O)(=O)N2CCCCCC2)cc1	8	-4	11	1	3	-6	9	-16	16	2.9	15
COc1ccc(NC(=O)CN2C(=O)NC3(CCCC3)C2=O)cc1OC	10	11	-18	-8	3	2	-23	-5	-2	-0.1	-2
COc1cccc(C2(O)C(=O)Nc3ccccc32)c1 (stereo unspecified)	18	-2	3	1	-2	-8	24	23	12	-0.3	8

Bioassay records as filed in PubChem.
